Assay outcomes: PubChem BioAssay, Sanford-Burnham Center for Chemical Genomics
SENP8 block – blocks the human protease SENP8. actives 1.2% (n = 330,000). Q96LD8. purified SENP8, Z-RLRGG-aminoluciferin cleavage, luminescence. inhibition, % at 10 µM
SENP7 block – blocks the human protease SENP7. Q9BQF6. recombinant SENP7, Z-RLRGG-aminoluciferin luminescence, 40 min. inhibition, % at 5 µM. actives 1.5% (n = 330,000). AID 434973;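 active = inhibition above about 50% at the single test dose, limit read from the data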;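 also: plate controls were DMSO with enzyme for no effect and no enzyme buffer wells for full effect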
HKDC1 inhibitor – inhibitors of human hexokinase HKDC1; AID 493160; Q2TB90; recombinant HKDC1, G6PDH/diaphorase resazurin coupled fluorescence; inhibition, % at 20 µM; actives 0.16% (n = 340,000);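 active = inhibition above about 35% when tested at 20 µM, limit read from the data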;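 also: plate controls were DMSO wells with enzyme for no effect and DMSO wells lacking enzyme for full effect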
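Assay system: in-house recombinant HK5 (HKDC1) enzyme. Input: HKDC1 at 5 µg/mL. Medium: Tris pH 8.0 buffer with MgCl2, Tween-20, BSA, BME. Dosing: single 20 µM dose. Schedule: 90 min reaction incubation at room temperature, dark. Signal: resazurin-to-resorufin fluorescence via G6PDH and diaphorase coupling, 525/613 nm. Controls: DMSO-enzyme wells negative, buffer-substituted wells positive.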
Apaf1 inhib – blocks human Apaf-1 apoptosome activity; AID 489030; reconstituted apoptosome caspase-3 activity, DEVD-Rh110 fluorescence; inhibition, % at 20 µM; actives 0.71% (n = 330,000); O14727; active = inhibition of at least 40% at 20 µM;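 also: plate controls were DMSO wells for no effect and DEVD-CHO caspase inhibitor wells for full effect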
Target sequence (O14727 whole entry, looked up): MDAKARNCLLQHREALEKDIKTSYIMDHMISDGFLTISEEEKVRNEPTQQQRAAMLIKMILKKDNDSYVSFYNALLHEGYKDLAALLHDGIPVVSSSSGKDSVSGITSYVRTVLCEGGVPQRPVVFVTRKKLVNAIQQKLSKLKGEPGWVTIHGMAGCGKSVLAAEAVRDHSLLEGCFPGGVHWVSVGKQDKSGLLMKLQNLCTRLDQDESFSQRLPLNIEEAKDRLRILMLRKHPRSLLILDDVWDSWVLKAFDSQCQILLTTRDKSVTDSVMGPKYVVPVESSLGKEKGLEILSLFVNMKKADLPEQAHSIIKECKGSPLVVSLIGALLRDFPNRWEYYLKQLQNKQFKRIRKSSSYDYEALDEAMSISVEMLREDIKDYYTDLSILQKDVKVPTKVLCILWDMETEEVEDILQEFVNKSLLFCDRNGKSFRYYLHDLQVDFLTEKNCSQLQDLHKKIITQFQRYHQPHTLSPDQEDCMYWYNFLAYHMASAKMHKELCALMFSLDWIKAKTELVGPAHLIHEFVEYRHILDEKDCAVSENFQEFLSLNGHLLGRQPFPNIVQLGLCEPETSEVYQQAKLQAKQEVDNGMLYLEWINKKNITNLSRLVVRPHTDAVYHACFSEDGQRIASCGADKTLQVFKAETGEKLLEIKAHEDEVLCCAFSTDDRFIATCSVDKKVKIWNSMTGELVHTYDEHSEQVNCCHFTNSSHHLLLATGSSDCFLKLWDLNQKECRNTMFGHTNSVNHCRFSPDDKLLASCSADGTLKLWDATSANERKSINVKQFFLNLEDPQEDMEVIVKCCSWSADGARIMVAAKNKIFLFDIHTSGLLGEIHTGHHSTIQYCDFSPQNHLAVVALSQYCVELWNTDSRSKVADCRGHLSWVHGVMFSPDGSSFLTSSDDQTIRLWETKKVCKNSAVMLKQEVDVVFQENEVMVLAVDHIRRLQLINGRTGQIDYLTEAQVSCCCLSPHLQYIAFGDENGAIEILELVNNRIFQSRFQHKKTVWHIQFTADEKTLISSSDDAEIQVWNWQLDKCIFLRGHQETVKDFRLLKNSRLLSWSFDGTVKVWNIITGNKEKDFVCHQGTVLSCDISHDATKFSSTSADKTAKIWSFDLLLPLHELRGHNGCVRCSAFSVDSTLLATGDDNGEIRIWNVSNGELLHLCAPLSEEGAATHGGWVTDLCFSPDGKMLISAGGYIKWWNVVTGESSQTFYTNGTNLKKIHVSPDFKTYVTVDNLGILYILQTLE
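Material: reconstituted apoptosome with Apaf-1, cytochrome c, caspase-9, procaspase-3, dATP. Technique: Rh110 fluorescence intensity. Buffer or medium: pH 7.5 Hepes buffer with CHAPS, BSA, DTT. Times: 30 min plus 50 min, RT.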
Gli-Sufu antag – Gli-Sufu pathway antagonism; Sufu-KO-LIGHT fibroblasts, Gli luciferase reporter luminescence; inhibition, % at 5 µM; actives 0.74% (n = 340,000); AID 588413;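 active = inhibition above about 55%, limit read from the data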;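 also: 0% = DMSO-treated cells and 100% = wells with medium but no cells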
UBC13 inh – blocks human UBC13 polyubiquitin chain formation; TR-FRET; inhibition, % at 20 µM; P61088; actives 0.47% (n = 330,000); AID 485273; in the data active = inhibition above about 45%, passing the limit was not always enough
Jurkat NFkB inh – inhibitors of the PMA/ionomycin-induced NF-kB reporter in Jurkat cells | PMA/ionomycin-induced NF-kB luciferase reporter, luminescence | actives 0.53% (n = 330,000) | inhibition, % at 4 µM
697 NFkB inh – inhibitors of the PMA/ionomycin-induced NF-kB reporter in 697 B cells; 697 B-cell NF-kB luciferase reporter, 16 h; inhibition, % at 4 µM; actives 0.33% (n = 330,000); in the data active = inhibition above about 35%
Active calls of the source: *; i = inactive; . = no result given. Rule as the data show it, unless noted: active = inhibition above about 50%; inactive = the rest.

SMILES	SENP8 block	SENP7 block	HKDC1 inhibitor	Apaf1 inhib	Gli-Sufu antag	UBC13 inh	Jurkat NFkB inh	697 NFkB inh
CCCNC(=O)c1ccccc1N1CCN(CCCCN2C(=O)C3CCCCN3C2=O)CC1 (configuration not stated)	9	-2	1	-1	2	3	-6	10
COc1cc(C)c(C)cc1S(=O)(=O)N1CCCCC1c1cccnc1 (configuration not stated)	-14	-8	-4	8	-7	-2	-16	-13
CC(C)c1c(C(=O)N/N=C/c2ccoc2)nnn1-c1nonc1N	2	1	3	5	-16	-4	-10	-26
Cc1nc2c3ccccc3nc(NNC(=O)CCC(=O)NCCC(C)C)n2n1	-6	4	-8	5	1	4	13	20
COCCCn1c(=O)c2ccccc2n(Cc2cc(C(=O)OC)ccc2OC)c1=O	0	-11	-3	7	13	-1	-4	-29
COc1cccc(CNC(=O)c2cccc(NC(=O)C3=C(C)OCCS3)c2)c1	7	-1	-10	2	0	8	10	2
CCOC(=O)c1nn(-c2ccccc2)c(=O)cc1SC(C)CC (configuration not stated)	-7	-2	14	1	-5	-12	-10	-17
COc1ccc(CCNC(=O)c2cccc(S(=O)(=O)N3CCCC3)c2)cc1OC	1	-2	-5	-9	2	12	-14	10
Cc1c(C=O)c2ccccn2c1C(=O)c1ccc(F)cc1	-4	6	3	7	-7	10	6	-12
CCN(CC)S(=O)(=O)c1ccc2c(c1)nc(CCC(=O)OCC(=O)Nc1c(F)cccc1F)n2C	-2	2	-8	-10	-3	6	15	7
CC(C)c1ccc2[nH]c3nc(SCC(=O)N4CCOCC4)nnc3c2c1	-10	-9	-3	18	-24	-20	-44	-27
CCCNC(=O)C1(CC2CC(c3ccccc3)=NO2)CCN(C(=O)C2(C)CC2)CC1 (configuration not stated)	-5	0	-6	-1	-3	1	16	16
COc1ccc(NC(=O)NNS(=O)(=O)c2ccc(OC)c(OC)c2)c(OC)c1	-1	-1	0	2	-5	2	15	29
Cc1nn(C)cc1CN1CCC(n2nccc2NC(=O)CCCc2ccccc2)CC1	-4	12	0	2	39	-4	-5	-6
CC(C)(O)C#Cc1ccc(CN2CCN(Cc3ccsc3)C(CCO)C2)s1 (configuration not stated)	-13	-7	-10	-24	18	2	14	-2
CSCCNCc1c(C(=O)N2CCOCC2)nc2c(C)cccn12	-1	-5	-3	-10	-13	-9	-2	-14
CCOC(=O)c1c(S(=O)(=O)NC2CCN(C(=O)OCC)CC2)c(C)n(C)c1C	-19	-18	-4	-2	-9	-9	-9	-15
O=C(CSc1nnc(-c2ccncc2)n1Cc1ccccc1)NCCc1ccccc1	1	1	-10	-6	-4	1	-4	8
CCn1cc(S(=O)(=O)NCc2ccc(OC)cc2)cn1	5	-5	-7	-1	5	3	0	3
O=S(=O)(/N=S1/CC=CCN1S(=O)(=O)c1ccccc1)c1ccccc1 (configuration not stated)	-1	10	6	12	3	0	-2	24
COc1cc2nc(C3CCC3)nc(N3CCN(c4ccccn4)CC3)c2cc1OC	-16	-8	-3	11	10	0	-25	-35
CCOC(=O)c1c(N)n(C2CC(C)(C)NC(C)(C)C2)c2nc3ccccc3nc12	-2	-5	21	-12	8	17	-19	21
O=C(CN1CCN(c2ccccc2F)CC1)NC(=O)NCc1ccccc1	4	-5	-15	0	-11	3	0	21
OCCNc1nc(NCc2ccccc2)c2ccccc2n1	4	-8	-5	-11	44	15	35	-26
CCn1c(SCC(=O)Nc2cc(OC)c(OC)c(OC)c2)nnc1-c1cccs1	-1	-4	-5	0	0	-1	7	11

Later entries
SMILES	SENP8 block	SENP7 block	HKDC1 inhibitor	Apaf1 inhib	Gli-Sufu antag	UBC13 inh	Jurkat NFkB inh	697 NFkB inh
CC(=O)Nc1cccc(-n2nnc(SCC(N)=O)n2)c1	1	1	-4	-18	0	0	13	20
C/C(=N\NC(=O)c1ccncc1)C12CC3CC(CC(C3)C1)C2	-8	-9	-5	-3	5	-16	-20	0
COc1ccc(N=c2oc3ccccc3cc2C(=O)Nc2ccccn2)cc1OC	-1	10	.	0	.	-2	-1	-1
O=C1NC(=S)N/C1=C/c1ccc2ccccc2c1	-12	2	4	6	38	-26	-31	-16
CC(=O)c1ccc(S(=O)(=O)N(CCCO)Cc2cc3cc4c(cc3[nH]c2=O)OCCO4)cc1	0	3	-2	3	-9	-5	-9	-12
COc1ccc(S(=O)(=O)Nc2nnc(Cc3ccc(OC)c(OC)c3)s2)cc1	-5	-7	-11	6	-1	-2	-11	3
COc1cc(CN2CCCC(C(=O)N3CCc4ccccc4C3)C2)cc(OC)c1OC (configuration not stated)	-3	1	4	2	41	4	14	12
Cc1ccccc1NC(=O)c1ccc2nccnc2c1	-6	0	1	9	2	4	-55	-17
CC(=O)Nc1ccc(-c2csc(NC(C)c3ccccc3)n2)cc1 (configuration not stated)	-6	-2	10	-8	-5	-5	-3	5
Cc1cccc(OCC(=O)Nc2ccncc2)c1	-5	-1	4	-5	0	-2	4	9
CCN1CCN(C(c2cc3cccc(C)c3[nH]c2=O)c2nnnn2Cc2ccccc2)CC1 (configuration not stated)	-4	-4	-4	-12	6	6	8	9
CC1CN(C(=O)c2cccn(Cc3c(Cl)cccc3Cl)c2=O)CC(C)O1 (configuration not stated)	0	8	-10	-9	9	0	1	7
Cn1nc(C(=O)NC(C)(C)C)c2ccccc21	1	2	-10	4	-6	-7	-3	-22
CN(C)CCCNC(=O)C[C@H]1C[C@H](C(=O)N2CCCCC2)[C@@]2(C)c3[nH]c4ccc(Cl)cc4c3CCN2C1=O	.	2	-3	23	11	.	.	6
O=c1c2ccccc2c(=O)n(-c2ccccc2)n1CCCCBr	-9	-1	-5	8	5	-6	8	-5
O=C(NCc1ccccc1)/C(=C\c1ccc(O)cc1)NC(=O)c1ccco1	-2	16	0	1	6	-15	8	-18
CC(=O)c1ccc(OCCCC(=O)n2nnc3ccccc32)cc1	-7	-3	0	9	-5	-5	0	-13
CCN(CC)S(=O)(=O)c1ccc(C(=O)Nc2ccc3c(c2)OCCO3)cc1	-9	-9	-3	-4	-9	-7	-3	17
COc1ccc(NC2CCCN(C(=O)CN3CCOC3=O)C2)cc1 (configuration not stated)	5	11	10	-7	-4	3	16	0
CCOC(=O)c1cccc(NC(=O)CCc2nnc3ccc(N4CCN(C)CC4)nn23)c1	1	6	-4	-17	-7	7	-5	-10
CSc1ccc(S(=O)(=O)Nc2ccc3c4c(cccc24)CC3)cc1	1	-2	4	6	6	7	17	6
CCCS(=O)(=O)c1nc(C)cc(C)c1S(C)(=O)=O	-1	-2	-4	-5	-15	0	4	-3
O=C(NNC(=O)c1ccccc1Br)c1cccc(Cl)c1	-2	7	-4	-3	-20	0	-8	-11
Cc1onc(-c2ccccc2Cl)c1C(=O)N(C)Cc1ccccc1	3	1	-2	2	4	3	18	-5
O=C(CCCN=C1NS(=O)(=O)c2ccccc21)Nc1ccc(Cl)cc1	1	5	-1	-8	5	14	1	17

(further entries)
SMILES	SENP8 block	SENP7 block	HKDC1 inhibitor	Apaf1 inhib	Gli-Sufu antag	UBC13 inh	Jurkat NFkB inh	697 NFkB inh
C[C@@H](C(=O)Nc1cccc(S(=O)(=O)N2CCOCC2)c1)N1C(=O)C2CC=CCC2C1=O (some centres not stated)	-2	6	15	2	-1	7	17	14
CC(=O)NCc1ccc(S(=O)(=O)NC2CCN(Cc3ccccc3)CC2)cc1	6	5	1	-14	-9	3	9	25
Cc1cc(NC(=O)CN(C)CC(=O)Nc2ccc(Cl)c(C(F)(F)F)c2)no1	8	12	-3	5	-3	6	0	-8
C=CCC[C@@H](Cc1ccc(F)cc1)C(=O)OC[C@H](C)NC(=O)[C@@H](CC=C)CC(=O)N(CCO)Cc1ccccc1	-5	1	-2	21	-3	6	-4	-3
O=C(O)c1ccc(/C=N/Nc2ccc(Cl)nn2)cc1	65*	76*	5	7	9	-8	-10	10
CC(NC(=O)Cn1cccc1)c1ccccc1 (configuration not stated)	-12	-5	-8	4	2	-2	14	-9
Cc1ccccc1NC(=O)CCc1c(C)nn(-c2ccc(N3CCOCC3)nn2)c1C	0	3	5	13	10	-5	-5	-45
CCOC(=O)c1sc2nc[nH]c(=O)c2c1C	-6	0	-6	1	0	3	-6	4
CC(NC(=O)COC(=O)c1cc2ccccc2cc1O)c1ccccc1 (configuration not stated)	-6	-10	-6	15	-6	-4	5	9
Cc1ccc(NNc2c(C)nc3ccccc3nc2=O)cc1	5	0	1	7	-44	-1	-3	7
CCOC(=O)c1ccc(Cn2c(-c3ccccc3)nnc2-c2ccccc2)o1	-14	6	5	23	-1	3	-3	-2
CN(CC(=O)NC1CCCC1)S(=O)(=O)c1cnc[nH]1	-9	-3	-8	-3	1	3	15	10
Cc1nn(-c2ccccc2)c2sc(C(=O)N3CCOCC3)cc12	-1	2	5	14	-52	2	-43	-77
N#Cc1c(-n2cccc2)cccc1-n1cccc1	-4	-10	-4	-16	-5	2	0	18
CCc1nc2ccc(C(=O)N3CCN(c4ccccc4)CC3)cc2nc1CC	5	0	-2	i	-9	1	7	-1
O=S(=O)(c1ccc(SCc2ccccc2)nc1)N1CCCCC1	-2	6	-4	3	-14	16	7	18
COc1cccc(C(=O)N2CCC(n3nccc3NC(=O)C3CCOC3)CC2)c1 (configuration not stated)	-1	16	-1	-17	-12	-8	-23	17
CCCOc1ccc(C2CC(=O)NC2=O)cc1 (configuration not stated)	11	6	-8	4	-2	4	8	13
CCC(=O)NNC(=O)CCC(=O)Nc1ccc(C)cc1C	-1	-1	-2	-1	-3	-7	-4	4
O=Cc1ccc(N2CCCC2)c([N+](=O)[O-])c1	6	9	-10	4	-14	-8	8	5
Cc1ccc(-c2csc(NC(=O)c3ccc(Br)cc3)c2C(=O)O)cc1	86*	11	17	16	-79	-5	-37	-116
COc1ccc(-c2cc(C(=O)NCC(c3ccccc3)N(C)C)c3ccccc3n2)cc1OC (configuration not stated)	4	2	-2	15	1	11	10	-10
Cc1ccc(C)n1N1C(=O)/C(=C\c2ccc(Cl)cc2)SC1=S	-6	0	5	22	4	-19	2	13
CN(c1cccc(NS(=O)(=O)c2ccccc2)c1)S(C)(=O)=O	3	-5	0	6	-1	-3	2	-2
COc1cc(C(=O)NNC(=O)C2CSC3(C)CCC(=O)N23)cc(OC)c1OC (configuration not stated)	-7	-5	2	9	-4	-10	-16	6

(next part)
SMILES	SENP8 block	SENP7 block	HKDC1 inhibitor	Apaf1 inhib	Gli-Sufu antag	UBC13 inh	Jurkat NFkB inh	697 NFkB inh
Cc1ccc(-c2ccc(=O)n(CC(=O)NCCN3C(C)CCCC3C)n2)cc1 (configuration not stated)	0	1	-10	-19	2	4	-6	1
COc1ccc(/C=C2/CCc3ccccc3C2=O)cc1CN1CCOCC1	-6	-4	-4	22	10	-8	0	-57
COc1cc(/C=N\NC(=O)c2ccc(-c3ccccc3)cc2)cc(Br)c1O	-13	-8	1	20	2	-14	-1	12
OCC1(CCc2ccccc2)CCN(Cc2cc(F)ccc2-n2cccn2)CC1	-9	5	-3	-9	21	-10	-4	0
Cc1ccc2oc(=O)c(/C=C(\O)C(C)(C)C)nc2c1	0	5	3	-6	4	-2	3	3
COc1ccc(CCc2cc(OC)cc(=O)o2)cc1	-2	-4	-4	-7	-1	2	-11	13
